Screening data from PubChem BioAssay.
HCV inhibitor: blocks hepatitis C virus. Huh7.5.1 HCVcc-Cre infection, luciferase reporter, 44 h. Potency, µM (top dose mostly 41.8 µM), without a hit: at the top dose activity change, negative = inhibition, hits mostly inhibitors. 340,000 compounds, 3.4% hits; note: potency is the fitted concentration of half-maximal effect
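Luciferase read-out (15 sec integration) after a 15 min room-temperature substrate step quantifies HCVcc-Cre infection. Cells, 1,000 per well, had compound added 4 h post-plating, then virus at ~0.5 moi, and were cultured 44 h.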
AmpC inh no detg: AmpC beta-lactamase inhibition without detergent | P00811 | AmpC nitrocefin hydrolysis, absorbance 480 nm, 0.0001% Triton | Potency, µM (series often up to 57.1 µM), for inactives: at the top dose activity change, negative = inhibition, most hits filed as inhibitors | 330,000 compounds, 0.52% hits;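 note: potency is the fitted concentration of half-maximal effect; plate controls were no compound for no effect and no enzyme for full effect; nearly all actives have a fitted effect of over 20% in size; some results filed as inactive show a strong effect at the top dose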
Target sequence (P00811 whole entry, looked up): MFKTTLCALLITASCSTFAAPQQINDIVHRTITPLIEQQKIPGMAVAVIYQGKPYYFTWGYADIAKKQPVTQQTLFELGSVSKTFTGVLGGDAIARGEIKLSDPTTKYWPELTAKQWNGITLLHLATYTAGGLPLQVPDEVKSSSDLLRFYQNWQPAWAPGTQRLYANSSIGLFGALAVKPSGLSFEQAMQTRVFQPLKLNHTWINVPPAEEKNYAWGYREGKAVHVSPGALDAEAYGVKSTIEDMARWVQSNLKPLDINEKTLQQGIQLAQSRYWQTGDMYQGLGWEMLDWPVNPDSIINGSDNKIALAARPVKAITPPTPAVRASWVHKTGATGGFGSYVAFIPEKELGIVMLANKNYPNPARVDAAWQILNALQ
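20 mM phosphate pH 7.0 + 0.01% (detergent screen) or 0.0001% Triton X-100; 5.3 nM AmpC reagent; cpd preinc 15 min RT; nitrocefin (800 uM stock) to start; A480 q20 s × 4 min; Activity was normalised to no-enzyme and no-compound control wells.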
HCMV antiviral: inhibitors of human cytomegalovirus; HFF cells, HCMV-luciferase reporter, 72 h; active compounds read low; activity change, negative = inhibition, % at 57.5 µM; 410,000 compounds, 4.5% hits; AID 1259415; in the data active = activity change below about -60%; inconclusive = no clear call, values can overlap the other calls; inactive = above about -39%
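Two compound doses tested in HFFs infected with HCMV-luciferase, MOI 1 PFU/cell, 72 h at 37C. Lysate luminescence read with OneGlo; data normalized against buffer-only and 10uM Salinomycin inhibitor controls.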
AmpC detergent: inhibitors of E. coli AmpC beta-lactamase with detergent; P00811; Potency, µM (highest dose often 114 µM), for inactives: at the top dose activity change, negative = inhibition, usual class: inhibitors; AID 485294; AmpC hydrolysis of nitrocefin, absorbance 480 nm, 0.01% Triton; 370,000 compounds, 0.041% hits;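 note: potency is the fitted concentration of half-maximal effect; 0% = no-compound wells and -100% = no-enzyme wells; nearly all actives have a fitted effect of over 25% in size; some results filed as inactive show a strong effect at the top dose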
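20 mM phosphate pH 7.0 + 0.01% (detergent screen) or 0.0001% Triton X-100; 5.3 nM AmpC reagent; cpd preinc 15 min RT; nitrocefin (800 uM stock) to start; A480 q20 s × 4 min; Activity was normalised to no-enzyme and no-compound control wells.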
Giardia FBPA inh: Giardia lamblia aldolase inhibition; purified Giardia FBPA; Potency, µM (highest dose often 59.6 µM), inactives show at the highest dose activity, negative = inhibition, usual class: inhibitors; 290,000 compounds, 0.71% hits; AID 2451; note: potency is the fitted concentration of half-maximal effect; nearly all actives have a fitted effect of over 55% in size
Target sequence (A8B2U2 whole entry, looked up): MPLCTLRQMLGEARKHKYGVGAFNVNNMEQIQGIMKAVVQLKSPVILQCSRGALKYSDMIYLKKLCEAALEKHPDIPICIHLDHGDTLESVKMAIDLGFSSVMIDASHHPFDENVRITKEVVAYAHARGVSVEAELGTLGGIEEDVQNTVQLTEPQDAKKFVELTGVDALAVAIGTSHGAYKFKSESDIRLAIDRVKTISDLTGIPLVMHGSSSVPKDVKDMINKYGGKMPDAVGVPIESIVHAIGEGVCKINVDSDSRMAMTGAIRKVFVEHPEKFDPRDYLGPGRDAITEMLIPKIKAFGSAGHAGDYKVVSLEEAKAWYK
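Giardia FBPA (40 nM reagent) was preincubated 10 min at RT with compound (up to 57.5 uM final), then substrate plus GAPDH/TPI/NAD/arsenate coupling system with diaphorase/resazurin was added; resorufin fluorescence (525/598 nm) was read after 20 min.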
Sm TGR inh: inhibitors of Schistosoma mansoni thioredoxin glutathione reductase; Potency, µM (titrated, usually from 114 µM), without a hit: top-dose activity change, negative = inhibition, usual class: inhibitors; Q962Y6; 360,000 compounds, 3% hits; purified TGR, DTNB reduction, TNB absorbance 405 nm; note: potency is the fitted concentration of half-maximal effect; nearly all actives have a fitted effect of over 60% in size
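First, TGR (20 nM dispensed) and NADPH were mixed with compound. Second, a 15 min room-temperature incubation followed. Third, further NADPH and then DTNB were added to start the reaction. Finally, TNB absorbance was monitored kinetically.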
Numbers without * were called inactive; ? = inconclusive; nt = not tested or not shown; [ ] = dose if it differs, or a comment. Unless noted, calls come from the whole dose curve; as a rule, active = well fitted curve in the direction sought with a large enough effect; inconclusive = small, poorly fitted or top-dose-only effect, or another doubt; inactive = no such curve, though single readings can be large; an effect the other way counts as inactive or inconclusive. Unless noted, % is set by controls: 0 for no effect and ±100 for the full control effect.

SMILES	HCV inhibitor	AmpC inh no detg	HCMV antiviral	AmpC detergent	Giardia FBPA inh	Sm TGR inh
CC1(C)OC(=O)C(=CNC(CO)C(=O)O)C(=O)O1 (configuration not stated)	18%	-18%	11	-7%	-8%	16%
Cc1ccc(NC(=O)Cn2nnc3sc4c(c3c2=O)CCC(C)C4)cc1 (configuration not stated)	nt	nt	-20	-5%	nt	9%
Cc1ccc(CSCC(=O)N/N=C/c2ccc(OCC(=O)Nc3ccc(C)cc3)cc2)cc1	4%	-29%	1	?	4%	1%
c1coc(CNc2nc3ccccc3s2)c1	26%	-24%	127	1%	9%	-33%
C[C@H](CO)N1C[C@H](C)[C@@H](CN(C)Cc2ccc(C(=O)O)cc2)Oc2c(NC(=O)c3ccncc3)cccc2C1=O	9%	17%	46	nt	nt	nt
CCOC(=O)C1(CC2CCCCO2)CCN(S(=O)(=O)c2ccc(OC)cc2)CC1 (configuration not stated)	15%	18%	-32	5%	15%	2%
O=C(Nc1ccc2c(c1)C(=O)N(CC1CCCO1)C2=O)c1cccc(Br)c1 (configuration not stated)	?	-8%	-12	-8%	-8%	-11%
CN(Cc1ccccc1)C(=O)COC(=O)/C=C/c1ccco1	4%	-6%	-28	9%	0%	3.5µM*
COc1cccc(-c2nnc(SCC(=O)OC(C)C)n2Cc2ccco2)c1	10%	18%	?	2%	1%	4%
COc1ccc2c(c1)nc(CN1CCN(CCO)CC1)n2C	9%	-5%	13	-2%	-24%	-1%
COc1ccc(N(C(=O)CCl)C(C(=O)NCCc2ccccc2)c2cccs2)cc1 (configuration not stated)	5.6µM*	-11%	-100*	-17%	-2%	10µM*
Cn1cc([N+](=O)[O-])c(C(=O)Nc2cc(Oc3ccccc3)cc([N+](=O)[O-])c2)n1	?	-44%	-99*	-15%	-4%	-4%
CCOn1c(=O)c(=O)n(OCc2ccccc2)c2ccccc21	14%	-10%	-17	3%	1%	0%
O=C(O)CN(c1ccccc1F)S(=O)(=O)c1ccccc1	4%	-2%	33	-1%	9%	-6%
COc1ccc(C(=O)c2coc3c2C(=O)C(=O)c2ccccc2-3)cc1	-25%	-48%	68	-1%	7.1µM*	-25%
CCc1ccc(C2c3[nH]c4ccccc4c3CCN2C(=O)c2cc(C)nn2C)cc1 (configuration not stated)	?	84%[activator]	12	1%	-1%	0%
CN1CCN(c2nc3c(c(=O)[nH]c(=O)n3C)n2CCSc2ncccn2)CC1	nt	-6%	nt	?	0%	0%
Cc1cc(C)cc(NC(=O)Cn2c(=O)oc3cc(S(=O)(=O)N4CCC(C)CC4)ccc32)c1	-22%	-46%	-68*	?	10%	-27%
O=C(O)c1ccc(NC(=O)C2CC=CCC2C(=O)O)cc1 (configuration not stated)	17%	-19%	3	-14%	-3%	0%
Cc1ccc(C(=O)NCc2ccccc2CN2CCCC2)cc1S(=O)(=O)N1CCOCC1	1%	-10%	0	?	nt	0%
CCCCCC(=O)Nc1cccc(S(=O)(=O)NC2=NCCC2)c1	3%	-17%	2	-1%	nt	-15%
COc1cc(NC(=O)c2ccccc2-c2ccccc2)cc(OC)c1	0%	-42%	22	0%	-2%	-12%
C=CCN1C(=Nc2cccnc2)SCC1(O)c1ccc(C)cc1 (configuration not stated)	nt	-1%	nt	1%	-11%	-19%
CC(C)CN1CCN(C(=O)CCc2nnc(Cc3c[nH]c4ccccc34)o2)[C@@H](C)C1=O	13%	89%[activator]	88	3%	nt	20µM*
CCc1ccccc1NC(=O)c1nnn(-c2ccc(F)cc2)c1C	nt	nt	59	7%	nt	0%
CCCCNC(=O)c1onc(CSc2ccccc2C)c1C(=O)O	15%	-30%	-2	-10%	1%	-2%
COc1ccc(NC(=O)c2cc3c(=O)n(C)c4ccccc4c3s2)cc1OC	?	60%[activator]	-34	?	-4%	-4%
COc1ccc(C(=O)N2CCN(CCCc3ccccc3)CC2)cc1OC	?	74%[activator]	-10	4%	?	-22%
O=C(c1ccccc1)N1CCN(c2ccc([N+](=O)[O-])c(N3CCOCC3)c2)CC1	-19%	56%	?	-10%	-1%	-32%
CCOP(=O)(OCC)C1NC(=O)N(c2ccccc2)C1=O (configuration not stated)	15%	-13%	-25	3%	-1%	10%
CCc1ccc(NC(=O)c2cnn(-c3ccccc3)c2C)cc1	?	-28%	69	?	4%	-6%
O=C(NC(Cc1ccccc1)C(=O)O)/C(=C/c1cccc(Br)c1)NC(=O)c1ccco1 (configuration not stated)	-5%	-16%	0	2%	12%	-28%
CN(CC(=O)Nc1ccccc1Cl)C(=O)COC(=O)CSc1ccc(Cl)cc1	-2%	15%	9	-2%	nt	-11%
CSc1nnc(-c2ccc(NC(N)=S)cc2)o1	-17%	-14%	37	8%	-5%	4%
COC(=O)C1=C(C)NC(C)=C(C(=O)OC)C1C(=O)OCc1nnc(-c2ccccc2Cl)o1	-4%	42%	7	0%	nt	-3%
CC12CC(c3ccccc3O1)C(/C(N)=N/NC(=O)c1ccc(F)cc1)C(=O)N2 (configuration not stated)	-2%	-7%	29	-1%	-18%	-9%
O=C(CSCc1ccccc1)NNC(=S)Nc1cccc(Cl)c1Cl	12%	0.16µM*	-9	?	4%	-12%
CS(=O)(=O)N(CC(=O)Nc1ccccc1C(=O)N1CCOCC1)c1ccc2c(c1)OCO2	8%	-6%	-23	?	6%	-6%
O=C(NCc1ccco1)c1csc2c1CCCC2	8%	-25%	-65*	-1%	-4%	?
CC(=O)Nc1ccc(C(=O)Nc2ccncc2)cc1	12%	-8%	-8	-5%	13%	-5%
O=C(c1cc2ccccc2oc1=O)N(Cc1cccs1)Cc1cccs1	-11%	-15%	?	?	1%	-1%
CC(CC(=O)Nc1cccc(F)c1)S(=O)(=O)c1ccc2c(c1)NC(=O)CO2 (configuration not stated)	10%	-15%	-26	-2%	6%	-5%
O=C(Cn1c(=O)oc2ccccc21)N1CCN(c2ccccc2)CC1	18%	-18%	11	-9%	1%	-2%
CCOC(=O)CSc1nnnn1-c1cccc2ccccc12	15%	9%	-25	-5%	3%	-2%
Cc1ccc(C2CC(c3cccc(Br)c3)Nc3nnnn32)cc1 (configuration not stated)	5%	2%	-7	-1%	21%	2%
COc1ccc(C)cc1NC(=O)c1cc2c(CO)cnc(C)c2oc1=N	0%[8.37 µM]	-15%	-19	?	3%	-5%
Nc1nc(SCC(=O)NCCc2ccccc2)[nH]c(=O)c1-c1ccccc1	nt	-2%	-6	8%	0%	nt
CCOC(=O)c1nn(-c2ccccc2)c2nnc(Cc3ccc(Cl)cc3)c(=O)n12	27%	-10%	25	1%	4%	6%
CC1Cc2cc(S(=O)(=O)CCC(=O)NC3CCCCC3)ccc2N1C(=O)C1CC1 (configuration not stated)	8%	-3%	?	2%	nt	1%
CCn1c(SCC(=O)Nc2nc(C)cs2)nnc1-c1cccnc1	nt	-1%	3	?	-11%	-5%

Shown with each value named: entries from further up
compound: CCOC(=O)CSc1nnnn1-c1cccc2ccccc12
- HCV inhibitor: 15%
- AmpC inh no detg: 9%
- HCMV antiviral: -25
- AmpC detergent: -5%
- Giardia FBPA inh: 3%
- Sm TGR inh: -2%

compound: Cc1ccc(C2CC(c3cccc(Br)c3)Nc3nnnn32)cc1 (configuration not stated)
- HCV inhibitor: 5%
- AmpC inh no detg: 2%
- HCMV antiviral: -7
- AmpC detergent: -1%
- Giardia FBPA inh: 21%
- Sm TGR inh: 2%

compound: COc1ccc(C)cc1NC(=O)c1cc2c(CO)cnc(C)c2oc1=N
- HCV inhibitor: 0%[8.37 µM]
- AmpC inh no detg: -15%
- HCMV antiviral: -19
- AmpC detergent: ?
- Giardia FBPA inh: 3%
- Sm TGR inh: -5%

compound: Nc1nc(SCC(=O)NCCc2ccccc2)[nH]c(=O)c1-c1ccccc1
- HCV inhibitor: nt
- AmpC inh no detg: -2%
- HCMV antiviral: -6
- AmpC detergent: 8%
- Giardia FBPA inh: 0%
- Sm TGR inh: nt

Next section:
SMILES	HCV inhibitor	AmpC inh no detg	HCMV antiviral	AmpC detergent	Giardia FBPA inh	Sm TGR inh
Cn1nc(CC(=O)NC2CCCCC2)c2ccccc2c1=O	-2%	-9%	2	?	-1%	5%
Cc1ccc(/C(N)=N/OC(=O)c2cc(-c3ccccc3)nc3ccccc23)cc1	?	-9%	2	0%	0%	15%
COc1nccnc1NS(=O)(=O)c1ccc(N=Cc2c(C)[nH]n(-c3ccc(C)c(C)c3)c2=O)cc1	14%	-22%	-1	-9%	0%	-29%
CC(=O)c1c[nH]c(C(=O)Nc2ccc(N3CCCCCC3)cc2)c1	?	-34%	?	3%	nt	-7%
CCCCCCN1CC(O)=C(c2ccccc2)C1=N	7%	-21%	-5	-10%	5%	-6%
COc1ccc(-n2ccn3c(CC(C)(C)CC(=O)O)nnc3c2=O)cc1	nt	nt	2	1%	nt	-2%
CCOc1ccccc1NC(=O)[C@@H](NC(=O)c1ccccc1F)C(C)C	-26%	0%	-14	10%	-4%	10%
Cc1ccc(-c2ccc(S(=O)(=O)N3CCN(C)CC3)cc2)cc1	1%	66%[activator]	11	?	7%	-3%
O=C(c1cc(-c2cccs2)nc2ccccc12)N1CCN(CCO)CC1	?	56%	-19	0%	nt	2%
O=[N+]([O-])c1ccccc1/C=N/n1c(-c2cccnc2)n[nH]c1=S	15%	4%	-15	-6%	-13%	3%
COc1ccc(/C([O-])=C(/C(=S)Nc2ccc(C)c(C)c2)n2c[n+](C)c3ccccc32)cc1OC	?	28%	-6	-3%	-10%	-4%
Cc1cccc(Nc2nc3c(S(=O)(=O)c4ccc(Br)cc4)nnn3c3ccsc23)c1C	nt	nt	25	0%	nt	-10%
CCOC(=O)c1[nH]c2ccccc2c1NC(=S)Nc1cccc(C)c1	0%[8.37 µM]	-58%	125	?	-2%	-23%
OCCC1CN(CCCc2ccccc2)CCN1Cc1ccc(F)cc1 (configuration not stated)	-23%	52%[activator]	39	-6%	4%	-21%
Cc1ccc(NC(=O)CNC(=O)c2ccco2)cc1Cl	5%	-13%	33	-11%	6%	0%
Cc1ccc(NC(=O)c2ccc(COc3ccccc3)o2)nc1	-14%	-15%	44	-4%	nt	1%
COc1cccc(N2CCN(C(=O)c3ccc4c(=O)n(CCc5ccccc5)c(=O)[nH]c4c3)CC2)c1	nt	nt	-20	6%	nt	-19%
CC(NCCN(C)C)C(=O)C12CC3CC(CC(C3)C1)C2 (configuration not stated)	5%	86%[activator]	31	-2%	-17%	-8%
C=CCn1c(SCC(=O)Nc2ccc3c(c2)OCO3)nnc1-c1cc(Br)ccc1O	?	nt	33	-8%	2%	-7%
CCOCCCNC(=O)c1ccc2c(=O)n(Cc3ccc4c(c3)OCO4)c(=S)[nH]c2c1	2%	-6%	-26	-5%	-4%	6%
COc1ccc(NC(=O)CSc2ccc(F)cc2)cc1S(=O)(=O)N1CCCCC1	?	-3%	?	-9%	0%	0%
